From PubChem
FAS TE block – FAS thioesterase domain inhibitors, primary screen, biochemical, fluorescence intensity, uHTS; Fatty acid synthase (Homo sapiens), P49327; recombinant FAS-TE, OMFH fluorogenic substrate, fluorescence endpoint; AID 602261, 2012; actives 0.67% (n = 360,000); inhibition, % at 15 µM;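 active means compounds whose normalised, plate-corrected inhibition of enzyme fluorescence in the single-dose primary screen is 50% or more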;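 further: 0% = DMSO with enzyme and 100% = substrate without enzyme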
PABP1 MLLE inh – inhibitors of PABP1 MLLE–PAM2 peptide binding, primary screen, biochemical, fluorescence polarization, FITC-PAM2, GST-MLLE | AID 588489, 2011 | inhibition, % at 20 µM | actives 0.36% (n = 360,000) | Polyadenylate-binding protein 1 (Homo sapiens), P11940; in the data active means inhibition above about 35%, passing the limit was not always enough;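 further: plate controls were DMSO wells with GST-MLLE for no effect and wells lacking GST-MLLE protein for full effect; some results filed as inactive read as strong as hits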
TbMetRS inhib – T. brucei MetRS inhibitors, primary screen, biochemical, luminescence; methionyl-tRNA synthetase (Trypanosoma brucei brucei); purified T. brucei MetRS, ATP depletion, Kinase-Glo luminescence; inhibition, % at 11.9 µM; actives 0.4% (n = 360,000); AID 624268, 2012;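 active means inhibition above a per-plate cutoff of the control wells' mean inhibition plus 3 SD, cut at about 5.5% in these data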;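 further: 0% = DMSO wells median and 100% = median of wells with control inhibitor compound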
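Dosing: 11.9 µM compound single dose, 0.9% DMSO; Assay system: purified T. brucei MetRS enzyme; Measured by: Kinase-Glo luciferase luminescence reporting remaining unconsumed ATP; Schedule: 15 min plus 2 h at 25 °C.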
MT1-MMP act inh – blockers of MT1-MMP proenzyme processing, primary screen, HT1080 RFP-PRO-GFP cells, GFP/RFP fluorescence; Matrix metalloproteinase-14 (Homo sapiens), P50281; GFP/RFP ratio fluorescence, overnight; percent of plate control window, DMSO zero; GFP/RFP ratio change, % at 20 µM; actives 0.061% (n = 360,000); AID 651647, 2012;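 active means GFP/RFP ratio change of at least 30% with cell ATP level not reduced by more than half and red fluorescence within 50% of control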; further: strong numbers were not always called active
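Assay system – RFP-PRO-GFP reporter HT1080 cells · Compound dosing – single dose of 20 µM compound, 1% DMSO final · Incubation – overnight compound exposure at 37 °C · Measure – GFP/RFP fluorescence ratio · Benchmarks – DMSO wells and RFP-L50D-GFP cells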
MsrA inh – bovine MsrA enzyme inhibitors, primary screen, biochemical, absorbance, HTS | Methionine sulfoxide reductase A (Bos taurus) | purified bovine MsrA, absorbance read-out | inhibition, % at 15.5 µM | actives 0.75% (n = 360,000) | AID 651718, 2012; in the data active means inhibition above about 4.5%;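 further: 0% = vehicle wells with enzyme and 100% = reference inhibitor wells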
E coli Lon inh – inhibitors of E. coli Lon protease, primary screen, biochemical, fluorescence polarization. actives 0.42% (n = 360,000). P0A9M0. purified E. coli Lon protease. inhibition, % at 7.94 µM. AID 602123, 2011; in the data active means inhibition above about 13%, passing the limit was not always enough;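 further: 0% = enzyme with probe and DMSO and 100% = no enzyme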
Target sequence (P0A9M0 whole entry, looked up): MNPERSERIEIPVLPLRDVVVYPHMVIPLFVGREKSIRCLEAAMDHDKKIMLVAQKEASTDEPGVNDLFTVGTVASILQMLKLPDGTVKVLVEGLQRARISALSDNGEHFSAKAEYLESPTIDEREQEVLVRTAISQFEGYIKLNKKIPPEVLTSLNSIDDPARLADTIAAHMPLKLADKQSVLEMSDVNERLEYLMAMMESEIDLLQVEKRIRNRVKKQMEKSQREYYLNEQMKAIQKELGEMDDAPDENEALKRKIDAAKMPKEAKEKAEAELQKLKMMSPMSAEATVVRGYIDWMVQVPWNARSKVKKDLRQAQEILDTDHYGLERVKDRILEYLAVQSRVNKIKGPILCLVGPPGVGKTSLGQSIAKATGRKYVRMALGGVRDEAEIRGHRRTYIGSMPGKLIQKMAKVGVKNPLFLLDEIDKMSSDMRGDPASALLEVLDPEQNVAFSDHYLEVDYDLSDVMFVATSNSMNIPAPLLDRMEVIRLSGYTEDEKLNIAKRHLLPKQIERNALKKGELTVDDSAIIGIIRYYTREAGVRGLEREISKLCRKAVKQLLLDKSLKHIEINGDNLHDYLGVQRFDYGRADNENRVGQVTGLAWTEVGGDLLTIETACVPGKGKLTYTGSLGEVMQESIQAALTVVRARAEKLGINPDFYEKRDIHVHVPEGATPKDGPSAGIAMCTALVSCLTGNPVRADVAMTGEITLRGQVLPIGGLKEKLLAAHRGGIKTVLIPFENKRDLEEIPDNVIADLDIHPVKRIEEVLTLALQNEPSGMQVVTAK
NRP1-CendR mod – modulators of CendR peptide binding to NRP-1, primary screen, biochemical, fluorescence polarization, uHTS. Neuropilin-1 (Homo sapiens), O14786. FAM-RPARPAR peptide binding to NRP-1. inhibition, % at 25 µM. actives 0.85% (n = 360,000);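 active means inhibition or corrected inhibition above about 18%, plus a signal ratio from 0.5 to 1.5, limit read from the data, passing the limit was not always enough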; further: strong numbers were not always called active
MsrA act – bovine MsrA enzyme activators, primary screen, biochemical, absorbance, HTS; purified bovine MsrA, absorbance read-out; activation, % at 10.6 µM; actives 0.3% (n = 360,000); in the data active means activation above about 7.5%;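 further: 0% = vehicle and 100% = reference activator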
SKN-1 inh – suppressors of acrylamide-induced Pgst-4::GFP reporter in worms, primary screen, SKN-1 inhibitor project, whole organism, uHTS, GFP/RFP fluorescence ratio, strain VP596. C. elegans VP596 Pgst-4::GFP/RFP ratio, 24 h. inhibition, % at 21.8 µM. actives 0.49% (n = 360,000). AID 624304, 2012;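 active means interference check ratio from 0.5 to 1.5 plus GFP to RFP signal ratio inhibition reaching or exceeding a fixed threshold, cut at about 30% in these data, passing the limit was not always enough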; further: some compounds called inactive have numbers as strong as hits
* = called active by the depositor; · = not tested or not shown. Rows are unselected; any-hit rate near 4%.

entry	Compound	SKN-1 inh	PABP1 MLLE inh	NRP1-CendR mod	TbMetRS inhib	E coli Lon inh
1	CCc1ccccc1-n1c(SCC(=O)Nc2ccc3c(c2)OCCO3)nc2[nH]ncc2c1=O	-3	0	-4	-0.2	-6
2	O=C(NC1CCCCC1)NC1CCN(S(=O)(=O)Cc2ccccc2)CC1	-2	6	2	-0.7	1
3	Cc1cccc(NC(=O)CNCC(=O)Nc2cccc(C)c2C)c1C	18	6	1	-0.4	-8
4	O=C(COC(=O)c1ccc2c(c1)OCCO2)NCCC1=CCCCC1	10	-14	5	-0.4	-1
5	COCCN(C(=O)COC(=O)Cc1cccc2ccccc12)c1c(N)n(Cc2ccccc2)c(=O)[nH]c1=O	-24	-10	-4	-0.3	-1
6	CC(C)n1c(CNC(=O)c2ccccc2F)nnc1SCC(=O)NC1CCCCC1	7	0	-13	-0.3	-19
7	CC1(C)COC(c2cccc([N+](=O)[O-])c2)OC1	8	-7	8	0.1	-8
8	O=C(CCc1nc2ccccc2[nH]c1=O)OCC(=O)N1CCc2ccccc21	7	-3	4	0.5	-7
9	CCCCOc1ccc(C(O)(CCC)CCN2CCOCC2)cc1 (stereo not given)	-8	3	-4	0.4	1
10	COCCN(C(=O)c1ccc(OCC(C)C)cc1)c1c(N)n(Cc2ccccc2)c(=O)[nH]c1=O	0	-46	11	-0.8	0
11	O=C1NC[C@H](CCCCN2C[C@H](Cc3ccc(O)cc3)N(CC3CCCCC3)C(=O)C2=O)N(Cc2ccccc2)C1=O	-13	·	-18	-1.1	-1
12	Cc1nn(C)c(C)c1S(=O)(=O)N(CC(=O)NCCN1CCOCC1)c1ccc(C(C)C)cc1	-5	0	-6	-0.8	4
13	CN1CCN(c2ccc3c(c2)OC[C@H](Cc2ccccc2)NS3(=O)=O)CC1	-13	·	8	-1.0	-2
14	COC(=O)c1cccc(N(C(=O)c2ccco2)C(C(=O)NC2CCCC2)c2ccc(N3CCOCC3)cc2)c1 (stereo not given)	-17	2	4	0.2	4
15	O=C(CSCc1ccc(F)cc1)Nc1ccccc1	11	7	-4	-1.4	1

entry	MsrA act	MsrA inh	FAS TE block	MT1-MMP act inh
1	-2	2.8	-57	-4
2	-2	0.4	-6	-9
3	-3	0.6	-5	1
4	-1	0.2	2	1
5	-5	0.9	-4	-2
6	-4	1.8	-3	-2
7	-1	-0.2	-2	-1
8	0	-0.1	3	6
9	-2	-0.7	-6	3
10	-6	0.7	-2	4
11	-5	-0.4	-4	2
12	-2	-0.3	-8	3
13	-2	-0.8	-7	4
14	-4	0.2	18	-2
15	-6	-0.4	0	-1

Further compounds.
entry	Compound	SKN-1 inh	PABP1 MLLE inh	NRP1-CendR mod	TbMetRS inhib	E coli Lon inh
16	NS(=O)(=O)c1ccc(NC(=O)c2ccc(-c3ccccc3)cc2)cc1	1	5	-7	-0.9	-6
17	CSc1ccccc1NC(=S)NC1CCCCC1	4	10	0	-0.2	-2
18	CC(C)NC(=O)CN1C(=O)C(C)(C)Oc2ccc(C(=O)NC3CCCCC3)cc21	9	5	9	0.7	4
19	CC(C(=O)N1CCc2ccccc21)N(C)CC(=O)Nc1cccc(F)c1 (stereo not given)	3	-41	-4	-0.1	-6
20	O=C1C=C(c2ccc(OC(F)(F)F)cc2)C[C@@H](c2ccc(F)cc2)C1	1	2	10	0.0	-9
21	O=C(N[C@@H](Cc1ccccc1)C(=O)OCC(=O)N1CCOCC1)c1cccs1	-2	-13	7	-0.3	-10
22	CCN(c1ccccc1)S(=O)(=O)c1ccc(C(=O)N(CCCN(C)C)c2nc3cc4c(cc3s2)OCO4)cc1	-20	4	22*	0.4	8
23	Cc1c(Cl)c([N+](=O)[O-])nn1Cc1ccc(C(=O)NN)o1	14	5	0	0.8	2
24	Cc1ccc(C)c(N2CCN(C(=O)CCCn3c(=S)[nH]c4cc5c(cc4c3=O)OCO5)CC2)c1	5	-48	-2	-1.1	10
25	C=CCNC(=O)COC(=O)c1ccc(Cl)c(S(=O)(=O)N(Cc2ccccc2)c2ccccc2)c1	9	-5	-4	-0.8	6
26	O=C1C(Cl)=C(NCCCN2CCOCC2)C(=O)c2ccccc21	26	9	7	-0.4	4
27	Cc1ccc(NC(=O)C2CCN(S(=O)(=O)c3c(C)noc3/C=C/c3ccco3)CC2)nc1	-9	-5	-2	-0.3	-8
28	CN(CC(=O)Nc1cccc(F)c1)C(=O)CN1C(=O)C2CCCCC2C1=O (stereo not given)	10	12	14	-0.3	2
29	COc1ccc2[nH]c(C(=O)O)c(CCN3C(=O)c4cccc([N+](=O)[O-])c4C3=O)c2c1	3	22	2	-0.1	-9
30	Cc1ccc2nc(N(CCN(C)C)C(=O)C3=COCCO3)sc2c1	1	31	12	0.0	-8

entry	MsrA act	MsrA inh	FAS TE block	MT1-MMP act inh
16	-1	-0.2	-4	4
17	0	0.5	-2	1
18	-4	-0.8	-6	2
19	-2	0.2	4	-1
20	-1	·	30	-2
21	-5	-0.2	-5	2
22	-2	-0.6	19	-5
23	-3	0.4	-3	5
24	-13	0.3	19	2
25	0	-0.1	23	4
26	4	2.2	2	5
27	-5	1.6	14	-12
28	-2	1.0	-7	-1
29	-7	-0.9	-1	-3
30	-4	-0.5	-1	3

Continued:
entry	Compound	SKN-1 inh	PABP1 MLLE inh	NRP1-CendR mod	TbMetRS inhib	E coli Lon inh
31	Cc1cccc(NC(=O)CCSc2nnc(Cc3ccccc3)o2)c1	11	2	-6	0.3	-10
32	CNS(=O)(=O)c1cccc(C(=O)OCC(=O)c2ccc3[nH]c(=O)[nH]c3c2)c1	-10	-29	0	-0.3	-7
33	FC(F)(F)c1cccc(-c2noc(CN3CCOCC3)n2)c1	-6	10	7	-0.3	3
34	CC(C)c1ccc2nc(NC(=O)C3CC3)sc2c1	32	10	13	-0.5	3
35	CCOC(=O)CNC(=O)CSc1nc2c(C)cccc2cc1CC	0	-4	-3	-0.4	-4
36	Cc1cc(S(=O)(=O)NCCc2ccncc2)cc(C)c1F	-12	-1	9	-0.1	-2
37	O=C(NCc1ccccn1)Nc1ccccc1Cl	0	-5	14	-0.2	4
38	CCc1ccc(C(=O)CC2(O)C(=O)N(CN3CCOCC3)c3ccccc32)cc1 (stereo not given)	8	9	0	-1.1	-5
39	CC(C)n1nnnc1SCC(=O)Nc1ccc2c(c1)OCO2	5	-4	12	0.1	2
40	CCOP(=O)(OCC)c1cccc(P(=O)(c2ccccc2)c2ccccc2)c1O	5	-8	5	-0.8	-1
41	COc1ccc(NC(=O)c2oc3ccccc3c2CSC)cc1S(=O)(=O)N1CCOCC1	6	-11	5	0.1	0
42	CCOC(=O)C1(C)NC(c2ccc(OC)cc2OC)C2C(=O)N(CC)C(=O)C21 (stereo not given)	12	-2	-9	-0.4	3
43	O=[N+]([O-])c1cc([N+](=O)[O-])c(Oc2c(F)cccc2F)cc1NN1CCCCC1	-8	11	-4	-0.2	-9
44	O=C(C1CCCN(c2nnc(-n3cccc3)s2)C1)N1CCN(c2ccccc2)CC1 (stereo not given)	-8	1	-2	0.1	-13
45	CC(C)c1ccc(NC(=O)CC2Oc3ccccc3NC2=O)cc1 (stereo not given)	-12	-4	-4	-0.4	3

entry	MsrA act	MsrA inh	FAS TE block	MT1-MMP act inh
31	-3	-1.5	0	-5
32	-9	-0.3	6	-4
33	-4	-0.7	-4	4
34	-5	-0.6	2	-10
35	-2	1.6	9	-2
36	-5	-0.9	-4	4
37	-1	-0.6	-4	-3
38	-3	-1.1	-8	-3
39	-2	-0.9	-7	-3
40	-3	0.6	-6	-4
41	-4	0.7	-6	-4
42	-2	0.4	-4	-1
43	-1	-0.3	24	0
44	2	0.0	8	1
45	-3	-0.8	7	2

The listing continues.
entry	Compound	SKN-1 inh	PABP1 MLLE inh	NRP1-CendR mod	TbMetRS inhib	E coli Lon inh
46	COc1cc2nc(C3CCC3)n(N)c(=O)c2cc1OC	-16	3	-1	1.4	0
47	COc1ccc(Nc2ncnc3ccc(Br)cc23)cc1OC	17	9	-5	-0.3	2
48	Cc1ccc(C(C(=O)NC2CCCC2)N(Cc2ccc3c(c2)OCO3)C(=O)Cc2cccs2)cc1 (stereo not given)	-10	3	6	-0.6	-8
49	COc1cc(C#CC#CCN2CCCCC2)ccc1O	11	-1	7	-0.3	-14

entry	MsrA act	MsrA inh	FAS TE block	MT1-MMP act inh
46	-3	-0.5	-3	2
47	-3	·	-3	-8
48	0	0.2	35	-21
49	-1	0.7	-17	5

Retrieved one by one from above, five records:
entry	Compound	SKN-1 inh	PABP1 MLLE inh	NRP1-CendR mod	TbMetRS inhib	E coli Lon inh
34	CC(C)c1ccc2nc(NC(=O)C3CC3)sc2c1	32	10	13	-0.5	3
12	Cc1nn(C)c(C)c1S(=O)(=O)N(CC(=O)NCCN1CCOCC1)c1ccc(C(C)C)cc1	-5	0	-6	-0.8	4
45	CC(C)c1ccc(NC(=O)CC2Oc3ccccc3NC2=O)cc1 (stereo not given)	-12	-4	-4	-0.4	3
3	Cc1cccc(NC(=O)CNCC(=O)Nc2cccc(C)c2C)c1C	18	6	1	-0.4	-8
47	COc1ccc(Nc2ncnc3ccc(Br)cc23)cc1OC	17	9	-5	-0.3	2

entry	MsrA act	MsrA inh	FAS TE block	MT1-MMP act inh
34	-5	-0.6	2	-10
12	-2	-0.3	-8	3
45	-3	-0.8	7	2
3	-3	0.6	-5	1
47	-3	·	-3	-8
